West Nile antiviral – inhibition of WNV-induced cytopathic effect – cell-based, CPE readout (AID 1621); West Nile virus-infected cells, CPE inhibition; higher % means a stronger effect; CPE inhibition, % at 10 µM, or IC50 in µM where a hit was titrated; 290,000 tested, 0.02% active; in the data active means a potency from the dose series; inconclusive means CPE inhibition mostly from about 3.7% at the one dose, without a potency; inactive means the rest, 99 in 100 with CPE inhibition below about 2.2%; further: strong numbers were not always called active
human PMI inhibitors – human PMI inhibitors, high substrate, primary screen, biochemical, fluorescence intensity, high mannose 6-phosphate (AID 1220); recombinant PMI enzyme, coupled fluorescence intensity; higher % means a stronger effect; inhibition, % at 20 µM; hits with a dose series show IC50 in µM; 190,000 tested, 0.66% active
RSV antiviral HEp-2 – RSV antiviral activity via CPE protection, HEp-2 cells, primary 10 µM value included (AID 2391); HEp-2 cells, RSV-induced CPE inhibition; higher % means a stronger effect; one-dose CPE inhibition, % at 10 µM; IC50 in µM for titrated hits; 310,000 tested, 0.13% active; in the data active means a potency from the dose series; inconclusive means CPE inhibition mostly from about 23% at the one dose, without a potency; inactive means the rest, 99 in 100 with CPE inhibition below about 21%; further: strong numbers were not always called active
Salmonella PhoP GFP – inhibitors of PhoP regulon expression, primary screen, Salmonella Typhimurium, GFP reporter (AID 1863); S. Typhimurium PhoP-regulated promoter GFP reporter, 4 h; higher % means a stronger effect; inhibition, % at 50 µM, or IC50 in µM where a hit was titrated; 300,000 tested, 0.16% active;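 active means inhibition over 29.93%, a cutoff 3 SD above the screen mean, later confirmed by dose response; inconclusive means inhibition over 29.93% but no dose response follow-up; inactive means inhibition at most 29.93% or unconfirmed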;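 further: 0% = low Mg2+ inducing control and 100% = high Mg2+ repressing control; strong numbers were not always called active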
Ins promoter up – MIN6 insulin promoter up-regulation. z-score at 5 µM. 190,000 tested, 0.3% active. MIN6 insulin promoter-GFP reporter, high-content imaging; active compounds read high;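 active means z-score above 3 at 5 µM with at least 500 cells counted in the well; inconclusive means wells under 500 cells, flagged as cytotoxic or low count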
TNAP activation fold – human TNAP enzyme activators, primary screen, biochemical, luminescent, no phosphate acceptor, uHTS (AID 1001); activation fold at 20 µM, or EC50 in µM where a hit was titrated; 200,000 tested, 0.03% active; purified TNAP, luminescent activation assay, no phosphate acceptor; higher activation fold means a stronger effect; in the data active means activation fold from about 3, or a potency from the dose series; inactive means the rest, 99 in 100 with activation fold below about 1.6; further: many of its hits are not listed in these tables
Large T inhibition – SV40 large T antigen inhibitors, biochemical (AID 1903); SV40 large T antigen ATPase/helicase inhibition assay; higher % means a stronger effect; inhibition, % at 20 µM; hits with a dose series show IC50 in µM; 310,000 tested, 0.39% active; in the data active means a potency from the dose series; inconclusive means inhibition mostly from about 32% at the one dose, without a potency; inactive means the rest, 99 in 100 with inhibition below about 32%; further: strong numbers were not always called active
human PMI inhibition – inhibitors of human PMI, primary screen, biochemical, fluorescence intensity, coupled assay (AID 1209); purified PMI enzyme, coupled fluorescence intensity; higher % means a stronger effect; one-dose inhibition, % at 20 µM; IC50 in µM for titrated hits; 190,000 tested, 0.42% active;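 further: plate controls were DMSO vehicle for no effect and wells lacking substrate for full effect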
CSM14.1 death rescue – protection against thapsigargin-triggered cell killing – 384-well, CSM14.1, ATP luminescence, primary screen (AID 1222); CSM14.1 thapsigargin-induced death rescue, ATP luminescence; higher % means a stronger effect; cellular ATP content (survival), % at 20 µM, or EC50 in µM where a hit was titrated; 190,000 tested, under 10 active;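 active means EC50 below 50 µM in the dose-response confirmation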;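 further: death triggered by thapsigargin at about 15 µM added after 2 h compound pretreatment; cell ATP read after overnight thapsigargin exposure of roughly 18 to 22 hours; normalized against plate controls of thapsigargin alone and 5% DMSO vehicle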
Ins promoter up cell count – second read-out of Ins promoter up, no call of its own (marks repeat the call); cell count; measured here: cytotoxicity, nuclei count;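 total cells summed across four imaged fields per well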
Numbers without * were called inactive; ? = inconclusive; · = not tested or not shown; & = joins results of further samples. Unless noted, no stated cut-off is given here; in the data, active means inhibition above about 50%; inactive means the rest.

SMILES	West Nile antiviral	human PMI inhibitors	RSV antiviral HEp-2	Salmonella PhoP GFP	Ins promoter up	Ins promoter up cell count	TNAP activation fold	Large T inhibition	human PMI inhibition	CSM14.1 death rescue
Cc1cccc(-c2c(NC(=O)c3ccco3)oc3c(C)cccc3c2=O)c1	3.1%	·	0.8%	3.0%	·	·	·	5.2%	·	·
CCc1ccccc1NC(=O)c1ccc2c(c1)CCN2S(C)(=O)=O	?	·	4.1%	-1.5%	·	·	·	7.8%	·	·
COc1ccc(C(=O)NC(C)CCc2ccccc2)c(OC)c1 (stereo not given)	-0.3%	·	3.3%	5.4%	·	·	·	20.3%	·	·
COC(=O)c1cc(-c2ccc(Cl)cc2)n[nH]1	-0.2%	17.8%	2.4%	·	0.39	1400	0.1	·	3.7%	1.7%
CCOC(=O)C1CCN(Cc2ccc3ccccc3c2)CC1	-0.1%	·	0.7%	-4.6%	·	·	·	27.7%	·	·
Cc1cccc(NC(=S)NCC(c2ccccc2)N(C)C)c1 (stereo not given)	-0.6%	-16.0%	-1.3%	-1.7%	·	·	1	22.7%	-9.4%	-0.7%
O=C(Cc1coc(-c2ccc(F)cc2)n1)N1CCOCC1	0.5%	-4.8%	·	-9.5%	0.1	1291	1.1	8.7%	1.0%	-5.0%
Cc1ccccc1C(=O)OCCN(C)Cc1ccccc1	0.2%	-3.9%	-0.4%	3.7%	-0.74	1566	1.1	2.9%	-1.0%	-0.4%
NC(=O)Cn1c(=O)n(CC(=O)N2CCCCC2)c(=O)c2sccc21	0.0%	·	0.8%	5.3%	·	·	·	18.8%	·	·
Cc1ccc(SCC(=O)Nc2ccc(N3CCOCC3)cc2)cc1	0.1%	14.3%	-0.1%	2.2%	0.66	1472	1	7.2%	11.7%	1.4%
CCOc1cc(/C=C2\SC(=S)N(NC(=O)c3cccnc3)C2=O)ccc1O	0.2%	14.5%	0.2%	7.0%	0.91	1365	0.5	33.1%	0.6%	0.8%
Cc1cccnc1NC(=O)CCc1nnc2ccc(N3CCC4(CC3)OCCO4)nn12	0.8%	·	0.9%	9.7%	·	·	·	14.0%	·	·
Cc1ccc(-c2nc3ccccc3o2)cc1NC(=O)Cc1cccs1	0.9%	-2.3%	0.4%	3.2%	0.18	1538	1.1	5.2%	-2.4%	-0.3%
CCCc1cc(=O)oc2cc(OCC(=O)NCCCN3CCOCC3)c(Cl)cc12	-0.3%	·	-0.1%	-8.8%	·	·	·	6.9%	·	·
Cc1cc(C)n(-c2ccc(F)cc2CN2CCN(Cc3ccccc3)C(CCO)C2)n1 (stereo not given)	-0.5%	-3.5%	-1.7%	1.2%	0.32	1453	1.1	20.7%	-1.1%	1.6%
COC(=O)c1cc(S(=O)(=O)NCC2CCN(CCc3cccs3)CC2)cn1C	-0.3%	·	0.2%	6.7%	·	·	·	5.3%	·	·
CN(Cc1ccccc1)C(=O)COC(=O)COc1ccc(C#N)cc1	0.1%	·	0.8%	2.5%	·	·	·	0.8%	·	·
CC(C)CSc1ncnc2c1oc1nc3c(cc12)COC(C)(C)C3	·	9.0%	-2.4%	4.0%	·	·	1	-3.2%	0.6%	1.6%
CN(CCOc1ccccc1)C(=O)CCc1nc2sc3c(c2c(=O)[nH]1)CCCC3	-0.4%	·	15.2%	-3.2%	·	·	·	10.2%	·	·
CCn1c(SCC(N)=O)nc2cc(S(=O)(=O)N3CCOCC3)ccc21	0.5%	1.5%	0.2%	8.1%	1.5	1220	1.1	5.0%	-9.1%	0.8%
N#C/C(=C/c1ccc(O)c(O)c1)c1nc2ccccc2[nH]1	-1.3%	·	-2.1%	-7.5%	·	·	·	12.3µM*	·	·
Cc1ccc(-n2nnnc2-c2cnn(-c3cccc(F)c3)c2C(F)(F)F)cc1	-0.7%	0.1%	9.9%	-0.6%	·	·	1.1	5.5%	2.2%	0.0%
Cc1ccc(CNC(=O)CCn2cc(-c3ccc(C)cc3)nc2-c2ccncc2)cc1	-0.9%	·	4.8%	-9.0%	·	·	·	30.1%	·	·
COc1cccc(NC(=S)Nc2ccc(F)cc2)c1	-0.1%	·	-0.2%	-0.9%	·	·	·	25.7%	·	·
Cc1ccccc1C(=O)Nc1c(-c2cccs2)c(=O)c2ccccc2n1C	0.0%	·	·	-1.2%	-0.32	1030	·	17.1%	·	·
O=C1OCCC1S(=O)(=O)c1ccc2ccccc2c1 (stereo not given)	0.2%	0.9%	-0.1%	-3.6%	0.19	1164	1	4.0%	-4.4%	-1.8%
CCCc1nc2cc(CC(=O)OC)ccc2o1	0.5%	-6.8%	1.2%	-2.6%	·	·	1.1	5.3%	-3.1%	-2.3%
CC1CCC/C(=N/Nc2ccc([N+](=O)[O-])cc2[N+](=O)[O-])C1 (stereo not given)	-0.1%	-7.3%	-1.4%	4.7%	0.1	891	1	10.9%	-5.9%	-0.5%
COC(=O)c1oc2ccccc2c1NC(=O)/C=C/C(=O)O	-0.7%	-11.5%	-1.8%	1.2%	0.44	1085	1.1	17.9%	-27.4%	-0.8%
COc1ccc(OC)c(C2C(C#N)=C(N)Oc3c2c(C)nn3-c2cccc(Cl)c2)c1 (stereo not given)	0.0%	-3.6%	-0.9%	21.5%	0.25	1440	1.1	6.6%	-4.2%	-1.8%
O=C(NC(=S)N1CCOCC1)C12CC3CCC(CC(C3)C1)C2	-0.6%	-14.6%	0.9%	-7.1%	-0.8	1462	1	14.6%	-8.6%	1.6%
Cc1cc(-c2cc(C(=O)NC3CCCC3)on2)nc(NC2CCCC2)n1	-0.3%	·	-0.3%	-5.5%	0.23	777	·	2.5%	·	·
CCCCOC(=O)C1=C(C)NC(=O)NC1c1cc2c(cc1Br)OCO2 (stereo not given)	-1.0%	·	6.7%	1.6%	·	·	·	11.0%	·	·
Cc1ccc(Cl)cc1NC(=S)N(C)N	-0.2%	·	2.6%	9.9%	0.21	1412	·	10.1%	·	·
O=C(NCC1CCCO1)c1cc(-c2ccccc2)on1 (stereo not given)	2.1%	5.7%	-0.9%	-4.2%	-1.03	1240	1.1	1.7%	6.5%	-2.8%
O=C(NCc1ccc(F)cc1)C(c1ccc(F)cc1)N(C(=O)c1csnn1)C1CC1 (stereo not given)	-1.3%	·	-0.2%	-2.6%	·	·	·	7.6%	·	·
O=C(Nc1ccc2c(c1)OCO2)C1CCN(C(=O)CSc2ncnc3ccccc23)CC1	?	21.0%	41.1%	·	-0.46	1326	1.1	·	13.5%	-2.5%
Cc1c(OCC(F)(F)F)ccnc1CS(=O)c1nc2ccccc2[nH]1 (stereo not given)	-0.2%	13.1%&4.7%	7.9%	1.9%&-12.1%&-13.2%	-0.32	1411	1.1&1.1	4.1%&60.8%&13.8%	46.2%&30.6%	-2.8%&-0.9%
Cc1ccc(NC(=O)C(CC(C)C)NC(N)=O)cc1Cl (stereo not given)	1.0%	14.9%	2.7%	10.2%	-0.07	1377	1.1	73.2%	15.0%	-0.4%
CC(=O)c1c(C)[nH]c(C(=O)Nc2cc(C)ccc2C)c1C	-0.4%	8.3%	-0.7%	7.1%	0.33	961	1.1	-4.3%	6.3%	0.5%
O=C(COC(=O)/C=C/c1nc2ccccc2s1)Nc1cccc(Cl)c1Cl	-0.6%	-6.7%	4.4%	14.9%	0.18	1320	1.1	14.1%	-5.0%	-1.0%
CNC(=O)c1ccsc1NC(=O)CCS(=O)(=O)c1ccccc1	-0.8%	6.7%	4.1%	-2.9%	0.5	1531	1.1	-9.8%	-0.9%	-0.5%
CCOC(=O)c1sc(NC(=O)CSc2nccc(C)n2)nc1C	-0.8%	9.9%	3.8%	-1.2%	·	·	1	22.4%	13.5%	0.9%
O=C(Nc1ccccc1N1CCOCC1)c1cc(-c2ccncc2)nc2ccccc12	0.7%	15.3%	0.1%	-4.8%	·	·	1.1	8.5%	4.3%	-2.1%
COC(=O)Cn1cnc2c(C#N)c3n(c2c1=O)CCCCC3	0.2%	3.7%	-0.8%	6.4%	-0.32	1318	1.1	-5.5%	6.7%	·
C=CCn1c(COc2ccccc2OC)nc2ccccc21	-0.6%	·	16.3%	-3.9%	·	·	·	8.6%	·	·
Cc1ccc(C)c(S(=O)(=O)N/N=C2/CCCc3ccccc32)c1	-0.5%	-29.2%	1.9%	14.0%	·	·	1.2	-4.4%	-7.5%	-1.4%
CC1CCN(c2c(NCc3ccc(C(=O)NCc4ccccc4)cc3)c(=O)c2=O)CC1	-0.2%	·	3.7%	-3.3%	0.54	1047	·	9.4%	·	·
O=C1CCC(=O)N1c1ccc(-c2nc3sc4c(c3c(=O)o2)CCC4)cc1	0.5%	·	-1.1%	-1.3%	-0.11	1110	·	12.1%	·	·
COCCSc1ccccc1C(=O)Nc1nnc(COC)s1	-0.5%	-0.1%	0.1%	2.7%	-0.24	978	1.1	11.4%	12.4%	-1.2%

Continued.
SMILES	West Nile antiviral	human PMI inhibitors	RSV antiviral HEp-2	Salmonella PhoP GFP	Ins promoter up	Ins promoter up cell count	TNAP activation fold	Large T inhibition	human PMI inhibition	CSM14.1 death rescue
CN(c1ccccc1)S(=O)(=O)c1cccc(NC(=O)CN2CCCc3ccccc32)c1	-0.6%	·	12.6%	·	-0.28	1015	·	14.8%	·	·
COc1cc(CNc2ccc3[nH]c(=O)[nH]c3c2)ccc1OCc1ccc(F)cc1Cl	-0.3%	·	-0.1%	6.7%	·	·	·	14.4%	·	·
C=CCn1c(SCC(=O)NC(=O)NCCC)nnc1C1CCCCC1	0.4%	-2.6%	0.8%	-2.4%	·	·	1	10.8%	1.2%	-1.2%
Cc1ccc(/C=N/NC(=O)c2ccc(N(C)S(=O)(=O)c3ccccc3)cc2)cc1	-0.2%	·	8.9%	2.1%	·	·	·	4.5%	·	·
COc1cc(-c2nc(Cc3ccccc3Cl)no2)cc(OC)c1OC	-0.2%	-2.8%	-1.0%	-0.6%	-0.46	1243	1.1	1.3%	3.6%	-1.7%
COC(=O)c1cc(S(=O)(=O)NCC2CCN(Cc3ccc(C)cc3)CC2)c[nH]1	0.0%	·	0.1%	-1.4%	·	·	·	7.3%	·	·
CCN1CC(CN(C)Cc2cn(-c3ccc(C)cc3)nc2-c2ccc(F)cc2)CC1=O (stereo not given)	-0.5%	4.6%	1.7%	-7.1%	-0.58	1492	1	7.2%	8.9%	6.0%
Cc1ccc(S(=O)(=O)N2CCCOC2CNC(=O)C(=O)NCc2ccncc2)cc1 (stereo not given)	0.5%	-9.2%	0.5%	-8.3%	0.04	1256	1	27.0%	-8.8%	-0.8%
O=C(N(Cc1ccccc1)c1ccccn1)C12CC3CC(CC(C3)C1)C2	-1.0%	-3.0%	12.9%	-4.8%	·	·	1.1	1.6%	-2.3%	-1.1%
c1ccc(CCCNc2ncccn2)cc1	-0.4%	4.8%	0.8%	-1.8%	·	·	1.1	1.7%	-0.3%	-1.8%
O=C(NCC1(N2CCOCC2)CCCCC1)c1cccc(S(=O)(=O)N2CCc3ccccc3C2)c1	0.4%	5.7%	6.7%	2.7%	-1.6	1254	1	3.5%	-7.3%	-0.6%
